Screens (PubChem BioAssay)
TGFb inhibitor = TGF-b pathway inhibition. HepG2 CAGA-GFP TGF-b/SMAD3 reporter, GFP fluorescence, 18 h; TGF-beta stimulated, 500 pg/mL final. Potency, µM (series often up to 46.1 µM), for the others: top-dose activity, negative = inhibition, hits mostly inhibitors. 410,000 tested, 1.2% active; further: on the % scale 0 is the no-effect control and ±100 the full control effect; nearly all actives have a fitted effect of over 65% in size
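HEPG2 CAGA-GFP, 1000 cells/well; 2 h settle, 37 C; cpd via pin tool; TGF-b 500 pg/mL final; 18 h, 37 C; GFP imaging ex488/em500-530; %Activity normalised to -TGF-b and +DMSO controls; CRC fit, curve class.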
Nrf2 activator = activates Nrf2 signaling; AREc32 ARE-luciferase reporter (MCF7-derived line), luminescence, 24 h; 410,000 tested, 0.31% active; Potency, µM (doses to about 46.1 µM), inactives show top-dose activation, hits mostly activators; AID 624171; further: % of control where 0% means no effect; nearly all actives have a fitted effect of over 65% in size
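Nrf2 activation is followed as ARE-luciferase induction in the AREc32 line after one day of compound treatment; luminescence is read with Steady-Glo.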
A549 viability = kills or reduces viability of A549 cells in Nrf2 counter-screen. A549 ARE-Fluc cells, CellTiter-Fluor viability, 18-24 h. Potency, µM (titrated, usually from 46 µM), for the others: top-dose activity change, negative = cytotoxicity, actives largely listed as inhibitors. AID 504648. 390,000 tested, 0.16% active; further: on the % scale 0 is the no-effect control and ±100 the full control effect
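Cytotoxicity counterscreen: CellTiter-Fluor fluorescence was measured in A549 ARE_Fluc cells after 18-24 h of compound exposure in a concentration series. The subsequent BugLite luminescent read reports ARE-luciferase activity.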
* = called active by the depositor; [ ] = another dose, or the depositor's remark. The call rests on the fitted dose curve; in most records, active means well fitted curve in the direction sought with a large enough effect; inconclusive means small, poorly fitted or top-dose-only effect, or another doubt; inactive means no such curve, though single readings can be large; an effect the other way counts as inactive or inconclusive. Potency means the concentration at half of the fitted maximal effect. This is a subset (hit frequency here may not be typical).

COc1ccc(C(C)=O)cc1CSc1nc(NCc2ccc(Cl)cc2)c2ccccc2n1 was read as TGFb inhibitor 21%, Nrf2 activator 1.9% and A549 viability 2%.
`CCOC(=O)c1c(NC(=O)c2ccc(S(=O)(=O)N(C)C3CCCCC3)cc2)sc2c1CCN(C(C)C)C2` gave TGFb inhibitor 99%[activator], Nrf2 activator 4.0% and A549 viability -12%.
Clc1cccc(-n2ncc3c(NCCCn4ccnc4)ncnc32)c1 was read as TGFb inhibitor 10%, Nrf2 activator 13% and A549 viability 14%.
Screening CCOc1ccccc1CNC(=O)c1cc(-c2ccc(OC)cc2)nc2ccc(C(C)C)cc12 returned TGFb inhibitor 0%, Nrf2 activator -0.7% and A549 viability 3%.
`COc1ccc(-c2cn3nc(SCC(=O)Nc4ccccc4F)ccc3n2)cc1` gave TGFb inhibitor -20%, Nrf2 activator -4.1% and A549 viability -4%.
Screening Clc1ccccc1CN1CCc2nc(N3CCN(c4ncccn4)CC3)ncc2C1 returned TGFb inhibitor inconclusive, Nrf2 activator 4.0% and A549 viability -5%.
`CC(=O)c1cc(-c2ccccc2)n(CCC(=O)NCc2ccc(C)cc2)c1C` gave TGFb inhibitor 0%, Nrf2 activator 10% and A549 viability -1%.
`Cn1c(SCC(=O)Nc2ccccc2F)nc2c([nH]c3ccccc32)c1=O` gave TGFb inhibitor -20%, Nrf2 activator 9.2% and A549 viability -5%.
For COc1ccc(CN2CCc3c(c(=O)n4ncc(C(=O)N5CCN(c6ccc(F)cc6)CC5)c4n3C)C2)cc1 the results were TGFb inhibitor inconclusive, Nrf2 activator 5.2% and A549 viability -12%.
Screening COc1ccc(CCNC(=O)C(=O)NCC(c2cccs2)S(=O)(=O)c2cccs2)cc1 (stereo unspecified) returned TGFb inhibitor 1%, Nrf2 activator 3.6% and A549 viability -11%.
For COc1ccccc1CNC(=O)CN1C(=O)CCc2cc(S(=O)(=O)N3CCOCC3)ccc21 the results were TGFb inhibitor -2%, Nrf2 activator 3.6% and A549 viability 1%.
For CCS(=O)(=O)c1ccc(C(=O)N2CCN(c3nc4c(OC)ccc(C)c4s3)CC2)cc1 the results were TGFb inhibitor inconclusive, Nrf2 activator 0.8% and A549 viability -15%.
For O=C(Cn1c(=O)n2nc(-c3cccc(F)c3)nc2c2ccccc21)N1CCN(c2ccccc2F)CC1 the results were TGFb inhibitor 1%, Nrf2 activator 4.6% and A549 viability 11%.
For CCOc1cc(CNC(=O)c2ccc(NC(=O)c3nsc4ccccc34)cc2)ccc1OC the results were TGFb inhibitor 1%, Nrf2 activator 0.1% and A549 viability 1%.
`COc1ccc(CCNC(=O)CSc2nnc(-c3ccc(C)cc3)c(-c3ccc(C)cc3)n2)cc1OC` gave TGFb inhibitor -10%, Nrf2 activator 1.7% and A549 viability -10%.

Retrieved one by one from the list above, 2 records:
`COc1ccc(-c2cn3nc(SCC(=O)Nc4ccccc4F)ccc3n2)cc1` gave TGFb inhibitor -20%, Nrf2 activator -4.1% and A549 viability -4%.
COc1ccc(C(C)=O)cc1CSc1nc(NCc2ccc(Cl)cc2)c2ccccc2n1 was read as TGFb inhibitor 21%, Nrf2 activator 1.9% and A549 viability 2%.

Next part
For CCOc1ccc(C2C(=O)N(C3CCCCCC3)CC(=O)N2CCc2ccccc2)cc1OC (stereo unspecified) the results were TGFb inhibitor -1%, Nrf2 activator 4.6% and A549 viability 9%.
`CC(=O)c1ccc(NC(=O)CSc2nc(C3CCCC3)nc3c2c(=O)n(C)c(=O)n3C)cc1` gave TGFb inhibitor -2%, Nrf2 activator -0.8% and A549 viability 5%.
O=C(CN1CCCN(Cc2cccc(F)c2)S1(=O)=O)Nc1ccc2c(c1)OCCO2 was read as TGFb inhibitor inconclusive, Nrf2 activator 0.3% and A549 viability -1%.
For CCCCNC(=O)CSc1nc2cc3c(cc2c(=O)n1CCCC(=O)NCc1ccc(OC)cc1)OCO3 the results were TGFb inhibitor -7%, Nrf2 activator -0.7% and A549 viability 1%.
Screening Cc1ccccc1NC(=O)CSc1nc(=O)n(CCN2CCOCC2)c2c1CCC2 returned TGFb inhibitor -5%, Nrf2 activator -0.4% and A549 viability 4%.
`COCCCNc1nc(NCc2ccccc2OC)c2cnn(C)c2n1` gave TGFb inhibitor 3%, Nrf2 activator 4.1% and A549 viability 9%.
Screening COC(=O)c1ccc(NC(=O)CCn2cnnn2)cc1 returned TGFb inhibitor 16%, Nrf2 activator 0.6% and A549 viability 11%.
CCOC(=O)c1[nH]c(C)c(CCC(=O)N2CCN(c3ccc(OC)cc3)CC2)c1C was read as TGFb inhibitor -4%, Nrf2 activator -0.6% and A549 viability -3%.
Screening Cc1ccc(Cc2nc3ccccc3nc2SCC(=O)N2CCC(C)CC2)cc1 returned TGFb inhibitor inconclusive, Nrf2 activator 5.4% and A549 viability 0%.
For Cc1cccc(NCc2nnc3n2CCCCC3)c1C the results were TGFb inhibitor 1%, Nrf2 activator -1.2% and A549 viability -13%.
COc1cccc(N2C(=O)N(Cc3ccc(C#N)cc3)c3ccccc3S2(=O)=O)c1 was read as TGFb inhibitor -19%, Nrf2 activator -0.7% and A549 viability -20%.
CCOC(=O)c1c(S(=O)(=O)NCC(=O)N2CCN(c3cc(C)ccc3C)CC2)c(C)n(C)c1C was read as TGFb inhibitor inconclusive, Nrf2 activator 0.6% and A549 viability 6%.
For CCC(=O)N1CCc2cc(CNS(=O)(=O)c3ccc(NC(=O)CC(C)C)cc3)ccc21 the results were TGFb inhibitor inconclusive, Nrf2 activator 0.2% and A549 viability 1%.
Screening COc1cccc(/C=C(\C#N)C(=O)Nc2ccc(NC(C)=O)cc2)c1OC returned TGFb inhibitor 6%, Nrf2 activator -0.4% and A549 viability -2%.
`CCOc1ccc(NC(=O)c2c(Nc3ccc(OC)cc3OC)sc(C(=O)c3ccc(Cl)cc3)c2N)cc1` gave TGFb inhibitor -3%, Nrf2 activator -0.6% and A549 viability -5%.
For COc1ccc(-n2ccnc2SCC(=O)Nc2ccc3c(c2)OCO3)cc1 the results were TGFb inhibitor -6%, Nrf2 activator 0.2% and A549 viability 3%.
Screening COc1ccc(OC)c(S(=O)(=O)NCCS(=O)(=O)N2CCN(c3ccccc3F)CC2)c1 returned TGFb inhibitor inconclusive, Nrf2 activator 3.9% and A549 viability 0%.
Screening COc1ccc(Oc2ncnc3c2oc2ccccc23)cc1 returned TGFb inhibitor 27%, Nrf2 activator 4.0% and A549 viability 0%.
For O=C(Cn1c(=O)oc2cc(S(=O)(=O)NCc3ccccc3)ccc21)N(CCO)Cc1ccccc1 the results were TGFb inhibitor inconclusive, Nrf2 activator 0.7% and A549 viability 1%.
O=C(Cn1c(SCC(=O)Nc2ccc(F)cc2)nc2ccccc21)NCc1ccc(Cl)cc1 was read as TGFb inhibitor 13µM*, Nrf2 activator -1.8% and A549 viability -15%.
Screening CCN(CC)C(=O)c1sc2c(c1C)c(=O)n(-c1ccc(OC)cc1OC)c(=O)n2Cc1cc(C)ccc1C returned TGFb inhibitor inconclusive, Nrf2 activator 3.6% and A549 viability 1%.
CN(C)c1ccc(C(CNS(=O)(=O)c2cc(F)ccc2F)N2CCOCC2)cc1 (stereo unspecified) was read as TGFb inhibitor inconclusive, Nrf2 activator 3.3% and A549 viability 3%.
For O=C(Nc1ccc(S(=O)(=O)Nc2ccccc2)cc1)N1CCCC1 the results were TGFb inhibitor 1%, Nrf2 activator -0.2% and A549 viability 13%.
Screening O=C(Nc1cc(-c2cccc(Cl)c2)nn1-c1ccccc1)c1ccccc1F returned TGFb inhibitor -29%, Nrf2 activator -0.6% and A549 viability 24%.
Screening CCOC(=O)Cn1c(=O)n(-c2ccccc2OC)c2nc(-c3ccc(C(C)C)cc3)nc(C(N)=O)c21 returned TGFb inhibitor 16%, Nrf2 activator -0.6% and A549 viability -3%.
Screening COc1ccc(NC(=O)Cn2c(=O)oc3cc(S(=O)(=O)NC(C)C)ccc32)cc1OC returned TGFb inhibitor 0%, Nrf2 activator 0.9% and A549 viability -1%.
CCC(=O)N1CCN(c2nc3c(C)cccc3s2)CC1 was read as TGFb inhibitor 6%, Nrf2 activator -0.2% and A549 viability 1%.
For CC(C)(C)C(=O)Nc1nnc2n1CCS2 the results were TGFb inhibitor 2%, Nrf2 activator -0.7% and A549 viability -4%.
CCCC(=O)Nc1nnc(SCc2cc(=O)n3ccccc3n2)s1 was read as TGFb inhibitor -11%, Nrf2 activator -0.8% and A549 viability -4%.
For CN1C(=O)c2ccccc2Sc2ccc(NC(=O)COc3ccc(Cl)cc3)cc21 the results were TGFb inhibitor 2.8µM*, Nrf2 activator 4.7% and A549 viability -24%.

Structures above that contain an NH in an aromatic ring (2):
`Cn1c(SCC(=O)Nc2ccccc2F)nc2c([nH]c3ccccc32)c1=O` gave TGFb inhibitor -20%, Nrf2 activator 9.2% and A549 viability -5%.
CCOC(=O)c1[nH]c(C)c(CCC(=O)N2CCN(c3ccc(OC)cc3)CC2)c1C was read as TGFb inhibitor -4%, Nrf2 activator -0.6% and A549 viability -3%.

Further structures
Screening Cc1ccc(NC(=O)CN2C(=O)CCc3cc(S(=O)(=O)N4CCOCC4)ccc32)cc1N(C)C returned TGFb inhibitor -8%, Nrf2 activator 4.6% and A549 viability -1%.
`CCOC(=O)c1ccc(NC(=O)c2c(NCc3cccc(OC)c3OC)sc3c2CCC3)cc1` gave TGFb inhibitor -16%, Nrf2 activator 16% and A549 viability 0%.
`COc1cccc(CNC(=O)c2cnc(N3CCCC3)nc2C)c1` gave TGFb inhibitor -26%, Nrf2 activator -1.0% and A549 viability 2%.
CC(=O)N(Cc1cccnc1)c1nc2c(C)c(C)ccc2s1 was read as TGFb inhibitor -1%, Nrf2 activator 4.0% and A549 viability -1%.
`Cc1ccc(CN2C(=O)c3ccccc3Sc3ccc(C(=O)NC4CCCCC4)cc32)cc1` gave TGFb inhibitor -2%, Nrf2 activator 3.2% and A549 viability -6%.
`CCN(C(=O)c1oc2ccc(S(=O)(=O)N3CCCCCC3)cc2c1C)c1ccccc1` gave TGFb inhibitor inconclusive, Nrf2 activator -0.3% and A549 viability 9%.
For Cc1ccc(NC(=O)c2oc3ccc(S(=O)(=O)N4CCCCC4)cc3c2C)c(C)c1 the results were TGFb inhibitor 1%, Nrf2 activator -1.1% and A549 viability -2%.
Screening COc1ccc(Cl)cc1-n1c(/C=C/c2cccc3ccccc23)nc2ccccc2c1=O returned TGFb inhibitor inconclusive, Nrf2 activator 0.5% and A549 viability -16%.
Screening CC(=O)N1c2ccccc2CC1C(=O)N1CCN(c2cc(Cl)ccc2C)CC1 (stereo unspecified) returned TGFb inhibitor -16%, Nrf2 activator 0.2% and A549 viability -2%.
COc1cc(NC(=O)C2CCN(S(=O)(=O)c3c(C)noc3/C=C/c3c(C)cc(C)cc3C)CC2)cc(OC)c1 was read as TGFb inhibitor inconclusive, Nrf2 activator 3.9% and A549 viability -4%.
COc1ccc(-n2c(SCC(=O)c3ccc(Cl)cc3)nc3c([nH]c4ccccc43)c2=O)cc1 was read as TGFb inhibitor -5%, Nrf2 activator 0.0% and A549 viability -7%.
`Cc1nc(C)c(-c2ccc(SCC(=O)Nc3ccccc3F)nn2)s1` gave TGFb inhibitor 0%, Nrf2 activator 4.4% and A549 viability -1%.
For N#Cc1ccc(NS(=O)(=O)c2ccc(-c3cnc(C4CC4)o3)cc2)cc1 the results were TGFb inhibitor inconclusive, Nrf2 activator 3.7% and A549 viability -12%.
COc1cccc(C(=O)Nc2ccccc2C(=O)OCc2cc(=O)n3nc(C4CC4)sc3n2)c1 was read as TGFb inhibitor 0%, Nrf2 activator -0.3% and A549 viability -1%.
O=C(Cn1c(=O)oc2cc(S(=O)(=O)NCc3ccccc3)ccc21)Nc1ccc(F)c(Cl)c1 was read as TGFb inhibitor 0%, Nrf2 activator 0.1% and A549 viability 0%.
Screening COc1cccc(CNC(=O)Cn2c(=O)ccc3cc(S(=O)(=O)N4CCC(C)CC4)ccc32)c1 returned TGFb inhibitor -9%, Nrf2 activator -0.6% and A549 viability 7%.
`CCOC(=O)c1cc(-c2ccccc2)n(CCC(=O)Nc2ccc(Cl)c(C(F)(F)F)c2)c1C` gave TGFb inhibitor 3.5µM*, Nrf2 activator -0.6% and A549 viability inconclusive.
`Cn1c(=O)c2c(c3ccccc31)OC(=O)CC2c1cccc(Cl)c1` (stereo unspecified) gave TGFb inhibitor 0%, Nrf2 activator -0.9% and A549 viability -13%.
Cc1ccc(/C=C/c2onc(C)c2S(=O)(=O)N2CCC(C(=O)N3CCC(N(C)C(C)C)CC3)CC2)cc1 was read as TGFb inhibitor inconclusive, Nrf2 activator 18% and A549 viability -10%.
Screening Cc1cccc(NC(=O)CSc2nc(C3CCCC3)nc3c2c(=O)n(C)c(=O)n3C)c1C returned TGFb inhibitor 1%, Nrf2 activator -0.3% and A549 viability -2%.
Screening O=C(NCCS(=O)(=O)N1CCN(c2ccccc2)CC1)C(c1ccccc1)c1ccccc1 returned TGFb inhibitor 17%, Nrf2 activator -0.2% and A549 viability 12%.
